High-throughput results deposited in PubChem by National Center for Advancing Translational Sciences (NCATS).
HCV inhibitor = qHTS Assay for Inhibitors of Hepatitis C Virus (HCV); Potency, µM (titrated, usually from 41.8 µM), without a hit: at the highest dose activity change, negative = inhibition, actives largely listed as inhibitors; Huh7.5.1 HCVcc-Cre infection, luciferase reporter, 44 h; actives 3.4% (n = 340,000); also: potency is read from the fitted curve at half-maximal effect
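Infectious HCVcc-Cre (~0.5 moi) was added to cells just after compound, with cells seeded 4 h earlier at 1,000 per well. Luciferase activity after 44 h culture reported infection; substrate was incubated 15 min at room temperature before reading.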
HCMV inh = qHTS Assay for inhibitors of the human cytomegalovirus (HCMV); actives 4.5% (n = 410,000); activity change, negative = inhibition, % at 57.5 µM; HFF cells, HCMV-luciferase reporter, 72 h; stronger effect = lower value; in the data active = activity change below about -60%; inconclusive = no clear call, values can overlap the other calls; inactive = above about -39%
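Two compound doses tested in HFFs infected with HCMV-luciferase, MOI 1 PFU/cell, 72 h at 37C. Lysate luminescence read with OneGlo; data normalized against buffer-only and 10uM Salinomycin inhibitor controls.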
AMA1 RON2 block = qHTS for Inhibitors of AMA1-RON; Towards Development of Antimalarial Drug Lead: Primary Screen; AlphaScreen AMA1-biotinylated RON2 peptide binding; Potency, µM (top dose mostly 58.2 µM), for the others: at the top dose activity change, negative = inhibition, hits mostly inhibitors; actives 0.2% (n = 360,000); AID 720542, 2013;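 also: potency is read from the fitted curve at half-maximal effect; 0% = vehicle wells and -100% = peptide control; nearly all actives have a fitted effect of over 45% in size; some results filed as inactive show a strong effect at the top dose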
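AMA1 (3D7) with his tag at 25 nM final met compounds first, then biotinylated RON2 peptide at 25 nM; detection used donor plus acceptor beads, 10 µg/mL apiece, read by AlphaScreen after 30 min at room temperature.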
Giardia FBPA inh = qHTS Assay for Inhibitors of Fructose-1,6-bisphosphate Aldolase from Giardia Lamblia. Potency, µM (titrated, usually from 59.6 µM), inactives show at the highest dose activity, negative = inhibition, usual class: inhibitors. actives 0.71% (n = 290,000). purified Giardia FBPA; also: potency is read from the fitted curve at half-maximal effect; nearly all actives have a fitted effect of over 55% in size
Target sequence (A8B2U2 whole entry, looked up): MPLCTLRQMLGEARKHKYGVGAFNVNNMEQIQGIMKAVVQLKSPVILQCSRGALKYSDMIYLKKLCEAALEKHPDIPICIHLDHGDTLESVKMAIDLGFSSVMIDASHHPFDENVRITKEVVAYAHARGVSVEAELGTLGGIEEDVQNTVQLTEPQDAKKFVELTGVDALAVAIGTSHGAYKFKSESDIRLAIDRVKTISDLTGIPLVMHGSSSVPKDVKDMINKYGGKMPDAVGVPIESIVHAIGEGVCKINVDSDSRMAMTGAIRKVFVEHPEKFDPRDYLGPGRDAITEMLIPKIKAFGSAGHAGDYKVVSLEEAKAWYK
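40 nM FBPA preincubated 10 min at RT with compound (up to 57.5 uM final), then substrate plus GAPDH/TPI/NAD/arsenate coupling and diaphorase/resazurin added. Fluorescence read after 20 min at RT, 525/598 nm.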
AmpC inh detg = qHTS Inhibitors of AmpC Beta-Lactamase (assay with detergent); P00811; AmpC hydrolysis of nitrocefin, absorbance 480 nm, 0.01% Triton; Potency, µM (doses to about 114 µM), for inactives: at the top dose activity change, negative = inhibition, most hits filed as inhibitors; actives 0.041% (n = 370,000);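 also: potency is read from the fitted curve at half-maximal effect; 0% = no-compound wells and -100% = no-enzyme wells; nearly all actives have a fitted effect of over 25% in size; some results filed as inactive show a strong effect at the top dose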
Target sequence (P00811 whole entry, looked up): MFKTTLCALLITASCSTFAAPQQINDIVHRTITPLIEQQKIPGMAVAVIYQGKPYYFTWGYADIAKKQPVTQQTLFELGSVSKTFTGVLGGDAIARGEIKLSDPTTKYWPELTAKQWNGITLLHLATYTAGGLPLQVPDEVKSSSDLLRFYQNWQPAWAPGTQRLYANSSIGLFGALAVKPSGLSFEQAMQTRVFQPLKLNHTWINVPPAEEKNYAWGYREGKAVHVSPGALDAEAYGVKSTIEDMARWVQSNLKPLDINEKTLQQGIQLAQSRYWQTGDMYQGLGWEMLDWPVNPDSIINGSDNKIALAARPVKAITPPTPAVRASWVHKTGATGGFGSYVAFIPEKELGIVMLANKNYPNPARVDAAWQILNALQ
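AmpC (5.3 nM in the dispensed reagent) in 20 mM phosphate pH 7.0 with 0.01% (detergent screen) or 0.0001% Triton X-100 was preincubated with compounds for 15 min at room temperature. Nitrocefin was then added from an 800 uM solution, and hydrolysis was followed at 480 nm.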
Sm TGR block = qHTS Assay for the Inhibitors of Schistosoma Mansoni Peroxiredoxins; Potency, µM (series often up to 114 µM), for the others: at the highest dose activity change, negative = inhibition, actives largely listed as inhibitors; purified TGR, DTNB reduction, TNB absorbance 405 nm; Schistosoma mansoni thioredoxin glutathione reductase (TGR), Q962Y6; actives 3% (n = 360,000); also: potency is read from the fitted curve at half-maximal effect; nearly all actives have a fitted effect of over 60% in size
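Kinetic colorimetric format: TGR-catalysed, NADPH-driven DTNB reduction monitored via TNB absorbance. Enzyme dispensed at 20 nM; compound exposure 15 min at room temperature before reaction start.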
Numbers without * were called inactive; ? = inconclusive; . = not tested or not shown; & = joins results of further samples; ! = not confirmed by another sample; [ ] = remark or other dose. Unless noted, calls follow the shape of the dose curve; as a rule, active = well fitted curve in the direction sought with a large enough effect; inconclusive = small, poorly fitted or top-dose-only effect, or another doubt; inactive = no such curve, though single readings can be large; an effect the other way counts as inactive or inconclusive. Unless noted, % is scaled to controls: 0 for no effect and ±100 for the full control effect.

Structure	HCV inhibitor	HCMV inh	AMA1 RON2 block	Giardia FBPA inh	AmpC inh detg	Sm TGR block
Cn1c(=O)cc(SCC(=O)N2CCCC2)c2cc(Cl)ccc21	10µM*	106.3	-9.4%	-1.8%	-0.1%	-18.9%
Cc1cc(OC(=O)c2ccco2)c(Sc2ccccc2[N+](=O)[O-])c(=O)o1	6.6%	.	4.6%	8.7%	?	-11.0%
O=C(CNC(=O)c1ccc(F)cc1)NCc1ccc(Cl)cc1	6.5%	-12.8	-8.6%	-0.2%	-4.4%	-0.8%
O=C(Nc1ccc(S(=O)(=O)Nc2nccs2)cc1)C1CCCCC1	2.9%	20.0	-2.8%	3.5%	-14.1%	0.7%[11.4 µM]
Cc1[nH]c2ccccc2c1/C=N/Nc1nc(Nc2ccc(F)cc2)nc(N2CCOCC2)n1	8.91µM*!	-8.8	34.5%[activator]	-2.1%	-1.6%	-3.0%
CCn1c(COc2ccc(C)cc2)nnc1SCC(=O)C(C)(C)C	-24.8%	-21.1	27.5%	1.0%	-16.5%	-12.1%
COc1cc(C(=O)N2C[C@@H]3CCC[C@H]2C3)ccc1OC1CCN(C(C)=O)CC1	4.9%	-11.8	2.3%	.	-2.7%	-19.2%
COc1ccccc1NC(=O)CSc1ncn(-c2ccccc2)n1	1.2%	2.8	6.2%	12.2%	9.8%	-3.5%
COc1ccc(C(=O)OCc2cc(C)ccc2C)cc1S(=O)(=O)N1CCCC1	?	6.1	-7.3%[11.6 µM]	.	-11.0%	-1.6%
CC(C)C[C@@H](CO)N1CCN(Cc2ccc(Br)cc2)CCC1=O	?	?	-8.2%	18.7%	-13.9%	-11.6%
O=C(Cn1cccc1C(=O)c1ccccc1)NCCc1ccc(Cl)cc1	-14.3%	?	-6.8%	.	-3.2%	3.8%
CCOC(=O)CN1C(=O)N[C@@H](CCc2ccccc2)[C@H](C(=O)OC)[C@H]1C	-18.6%	16.3	14.8%	6.4%[12.9 µM]	.	.
COc1ccc(Cl)cc1NC(=O)c1cc2nc(-c3ccc(C)cc3)cc(C(F)(F)F)n2n1	.	-23.0	.	.	-0.4%	2.4%
COc1ccccc1NC(=O)CCCNC(=O)Cn1cnc2sc(C)c(C)c2c1=O	-0.3%	9.0	23.3%	-4.8%	?	2.6%
COc1ccc(Cn2c(=O)sc3ccccc32)cc1OC	?	-99.8*	-7.7%	9.6%	-2.6%	-1.2%
O=C(NCc1ccco1)C1(c2ccccc2)CCCC1	2.5%	2.0	-1.5%	2.9%	?	?
CC1=NN(C(=O)c2ccc(Cn3cc(Br)c([N+](=O)[O-])n3)o2)C(O)(C(F)(F)F)C1 (configuration not stated)	-18.3%	-8.2	29.3%	5.0%	1.9%	-6.7%
Cc1c(-c2ccc(Cl)cc2)[n+](=O)c2c(n1[O-])CCCC2	5.9%	-13.0	24.4%	1.1%	-0.2%	12.9%
CC1CCc2c(nc3sc4c(c3c2N)CCCC4)C1 (configuration not stated)	11.2µM*	?	-19.6%	-21.6%	-6.4%	-4.4%
COc1ccc(CCNC(=O)c2ccc3c(c2)N(Cc2cccc(C)c2)C(=O)c2ccccc2S3(=O)=O)cc1OC	.	-19.0	.	.	-4.3%	0.9%
CCC(C)[C@H](NC(=O)Nc1ccc(C(C)=O)cc1)C(=O)OC (some centres not stated)	3.9%	12.1	3.5%	0.9%	-7.9%	0.0%
CCOC(=O)C1CCN(c2ncnc3c2cnn3-c2ccccc2)CC1	-0.7%	-18.2	1.2%	-0.3%	?	6.9%
COc1cccc(C2=NOC(C(=O)Nc3ccccc3SC)C2)c1 (configuration not stated)	?	14.8	-18.1%	-1.9%	0.7%	0.5%
CCOC(=O)/C=C1/SCC(=O)N1CC(=O)c1ccc[nH]1	-7.6%	6.9	1.8%	.	.	.
Cc1noc(C)c1CSCC(=O)N(CCC(C)C)c1c(N)n(Cc2ccccc2)c(=O)[nH]c1=O	.	4.6	-1.7%	.	-5.5%	5.9%
O=C1N[C@@H](Cc2ccccc2)COC(=O)[C@@H](Cc2ccc(F)cc2)CC/C=C/C[C@@H]1CC(=O)N(CCO)Cc1ccccc1	?	-0.2	4.9%	.	.	.
Cc1ccc(NC(=O)C(C)N2CCc3ccccc3C2)cc1 (configuration not stated)	-1.3%	8.3	18.1%	.	4.9%	-1.4%
CCOc1ccc(-c2c(=O)n(OCc3ccc([N+](=O)[O-])cc3)c3ccccc3[n+]2[O-])cc1	9.8%	.	.	-7.8%	?	-4.5%
COc1ccccc1CNC(=O)COC(=O)c1ccccc1SCC(=O)N1CCCC1	?	-18.3	8.4%	.	-18.0%	3.9%
N#Cc1ccc(OCC(=O)NCCc2ccc(S(N)(=O)=O)cc2)cc1	11.5%	-80.3*	-10.2%	5.4%	?	5.6%

Compounds above that contain a thiophene ring, fused or not (2):
Structure	HCV inhibitor	HCMV inh	AMA1 RON2 block	Giardia FBPA inh	AmpC inh detg	Sm TGR block
COc1ccccc1NC(=O)CCCNC(=O)Cn1cnc2sc(C)c(C)c2c1=O	-0.3%	9.0	23.3%	-4.8%	?	2.6%
CC1CCc2c(nc3sc4c(c3c2N)CCCC4)C1 (configuration not stated)	11.2µM*	?	-19.6%	-21.6%	-6.4%	-4.4%

Later entries
Structure	HCV inhibitor	HCMV inh	AMA1 RON2 block	Giardia FBPA inh	AmpC inh detg	Sm TGR block
CCOC(=O)CNC(=O)CSc1nc(N(C)C)nc(N2CCOCC2)n1	-22.1%	-2.1	-1.9%	-4.5%	?	4.9%
Cc1cccc(-n2c(C)nc3cc(C(=O)NCc4ccc5c(c4)OCO5)ccc32)c1	23.5%	-39.6	?	21.6%	-12.6%	-2.3%
O=C(O)c1ccc(NC(=O)c2cccc(N3C(=O)C4C5CCC(C5)C4C3=O)c2)cc1 (configuration not stated)	28.6%	-3.0	10.5%	3.8%	?	3.9%
O=C(Nc1cc(Cl)ccc1-n1cncn1)c1ccc([N+](=O)[O-])s1	7.94µM*	.	-10.8%	.	1.9%	?
CN(C)C(CNS(=O)(=O)c1ccc(Cl)cc1F)c1ccco1 (configuration not stated)	4.9%	-29.8	11.8%[11.6 µM]	.	.	.
O=C(CN1CCN(Cc2ccccc2Cl)CC1)N/N=C/C=C/c1ccccc1[N+](=O)[O-]	?	-9.0	-9.5%[2.32 µM]	5.6%	-5.7%	8.7%
C(=N\N1CCN(c2ccccn2)CC1)/c1ccccn1	17.5%	-29.7	17.9%	-4.0%	-9.6%	0.1%
CCCSc1nc(C)cc(C)c1S(=O)(=O)c1ccccc1C	-22.5%	-23.2	26.7%	1.8%	-17.1%	11.8%
C=CCNC(=S)Nc1nc2c(cc1C(=O)OCC)CCCC2	?	7.9	24.2%	1.4%	-3.3%	4.2%
CC1CC(C)CN(S(=O)(=O)c2ccc(NC(=O)C3COc4ccccc4O3)cc2)C1 (configuration not stated)	-1.4%	-11.1	-7.9%	-0.4%	?	5.2%
Cc1cc(C(=O)COC(=O)c2ccccc2Br)c(C)n1CC1CCCO1 (configuration not stated)	?	.	-9.3%	-8.5%	3.4%	-6.0%
Cc1ccc(O)c(-c2cc(C(=O)Nc3ccc(S(=O)(=O)N4CC(C)OC(C)C4)cc3)[nH]n2)c1 (configuration not stated)	11.2µM*	-13.6	45.5%[activator]	2.3%	-6.6%	1.7%
O=C(CN1CCN(Cc2ccccc2)CC1)N/N=C/c1ccc(Br)s1	-16.4%	-107.4*	10.5%	6.8%	-4.5%	-25.5%
COc1ccc(NC2CC(=O)N(c3ccccc3)C2=O)cc1 (configuration not stated)	12.2%	23.2	0.9%	?	-6.5%	?
COCCN1Cc2cccc(C(=O)NC(C)c3cccs3)c2C1=O (configuration not stated)	-20.3%	0.6	-1.5%	4.1%	5.7%	2.0%
CCOc1ccc(OCCC(=O)NNC(=O)c2cc(C)oc2C)cc1	-5.3%	-13.1	35.6%[activator]	.	-7.2%	-5.3%
Cc1ccc(C2(c3noc(CN4CCC(c5ccncc5)CC4)n3)CCCC2)cc1	10µM*	?	?	3.7%	0.8%	0.0%
C[C@@H](N)C(=O)NC[C@H]1CC[C@H](C(=O)N[C@@H](Cc2ccccc2)C(=O)O)CC1	16.9%	42.9	-6.4%	-30.0%	-4.4%	-3.9%
CCc1cccc(NC(=O)c2oc3ccc4c(c3c2C)C(=O)CC(C)(C)O4)c1	.	-60.4*	.	.	25.6%	-0.7%
Cc1cc(C)c2oc(C(=O)Nc3ccc(S(=O)(=O)N4CCCC(C)C4)cc3)cc(=O)c2c1 (configuration not stated)	?	-37.7	-22.3%	1.6%	-9.6%	2.9%
C=C1[C@@H](CCO)N(S(=O)(=O)C(C)(C)C)C[C@@H]1C	23.4%	2.4	4.8%	.	.	.
CC(=O)N1CCN(S(=O)(=O)c2cccc(C(=O)Nc3ccc4c(c3)CCC4)c2)CC1	?	22.4	0.0%	5.8%	-7.4%	-3.0%
NNc1ncnc2sc3c(c12)CCC3	?	-24.5	24.3%	?	-11.8%	-1.6%
CN(/C=C/C(=O)C(F)(F)C(F)(F)F)Cc1ccccc1	1.0%	-25.2	5.0%	4.7%	-9.8%	-31.3%
Cc1cc(S(=O)(=O)NC2CCCC2)ccc1-n1cnnn1	-16.8%	-17.5	0.7%	-2.4%	3.9%	7.4%
CCCNS(=O)(=O)c1cccc(C(=O)NNC(=O)c2cc(C)oc2C)c1	-11.0%	-16.9	17.5%	.	-2.9%	4.3%
CCOc1ccc(OCCCC(=O)N(C)CC(=O)Nc2ccc(N3CCOCC3)cc2)cc1	-10.1%	4.1	-24.7%	.	?	-18.5%
CSc1nc2ccccc2cc1/C=C(\C#N)c1ccc(Cl)c(Cl)c1	3.5%	-3.9	24.6%	-0.4%	4.2%	-14.0%
Cc1cccc(N2CCN(S(=O)(=O)c3ccc4c(c3)CC(=O)N4C)CC2)c1C	-13.4%	-2.5&-0.3	-14.0%	10.3%	0.1%&2.1%	-17.6%&-19.4%
O=C(C1CCN(S(=O)(=O)c2cccc3cccnc23)CC1)N1CCN(Cc2ccccc2)CC1	-27.7%	10.7	13.7%	.	.	.
Cc1ccc(C(C#N)c2ccc(C(=O)c3ccc(F)cc3)cc2)cc1 (configuration not stated)	?	-77.7*	-6.5%	-0.6%	2.4%	3.1%
c1ccc(CN2CCC(N3CCC(N4CCCCCC4)CC3)CC2)cc1	?	.	17.2%	-29.6%	-1.3%	-18.2%
O=C(NCCCN1CCCC1=O)c1cn(-c2ccccc2)nc1-c1ccccc1	0.1%	-8.8	2.7%	7.2%	-14.9%	-29.5%
